ASAP1 GAP inh = inhibitors of human ASAP1 ArfGAP activity, primary screen, biochemical, fluorescence polarization; Arf-GAP with SH3 domain, ANK repeat and PH domain-containing protein 1 (Homo sapiens), …; ASAP1-stimulated ARF1 GTP hydrolysis, GDP FP detection; inhibition, % at 16.5 µM; actives 0.19% (n = 360,000); AID 624377, 2012; in the data active = inhibition above about 25%;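 note: 0% = vehicle with enzyme and substrate and 100% = no enzyme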
KLK7 zymogen act = proKLK7 zymogen activators, primary screen, biochemical, fluorescence intensity; AID 652039, 2013; activation, % at 7 µM; actives 0.9% (n = 370,000); purified proKLK7, EDANS-DABCYL substrate fluorescence; 100% is mature enzyme control, 0% vehicle; Kallikrein-7 (Homo sapiens), P49862;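 active = activation above the mean of all tested compounds plus 3 SD, computed per campaign excluding outliers beyond control limits, cut at about 13% in these data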
UHRF1 MBD2 ctr = UHRF1 methylated DNA binding inhibitors, primary screen, counter-screen for MBD2 inhibitor project, biochemical, TR-FRET, human UHRF1, single concentration. E3 ubiquitin-protein ligase UHRF1 (Homo sapiens), Q96T88. inhibition, % at 4.4 µM. AID 687016, 2013. actives 0.75% (n = 370,000). UHRF1 binding to methylated oligo; in the data active = inhibition above about 21%;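 note: UHRF1 SRA domain binding a hemimethylated CpG hairpin DNA probe; 0% = median of test compound wells and 100% = reference inhibitor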
ARFGAP1 inh = inhibitors of rat ARFGAP1 GAP activity, primary screen, biochemical, fluorescence polarization, GDP tracer | ADP-ribosylation factor GTPase-activating protein 1 (Rattus norvegicus), Q62848 | Arfgap1-stimulated ARF1 GTP hydrolysis, GDP FP detection | inhibition, % at 16.5 µM | actives 0.26% (n = 360,000);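 active = inhibition above a per-plate limit, mean inhibition of low control wells plus 3 SD, cut at about 25% in these data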;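 note: 0% = DMSO wells with enzyme and 100% = wells lacking Arfgap1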
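Material: rat Arfgap1 GAP domain (His6, aa 1-136), purified enzyme. Also added: human ARF1(Δ1-17)-GTP substrate. Compound dosing: 16.5 µM single point, 1.26% DMSO. Timing: enzyme reaction 120 min at 25 °C after 20 min preincubation. Signal: GDP detection by fluorescence polarization. Read-out basis: percent inhibition of GAP-stimulated GDP formation, scaled between DMSO and no-Arfgap1 medians.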
Tn6 DDE FP = inhibitors of Tn6 peptide binding to fibrin DD(E), primary screen, biochemical, fluorescence polarization, human fibrin, Tn6 probe; Fibrinogen beta chain (Homo sapiens), P02675; Fibrin DD(E) TRITC-Tn6 fluorescence polarization displacement; inhibition, % at 8.3 µM; actives 0.21% (n = 370,000); AID 720509, 2013;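 active = inhibition above a per-campaign cutoff: mean of compounds within control limits plus 3 SD, cut at about 15% in these data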;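 note: 0% = median of all compound wells on the plate and 100% = blocking peptide control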
Target sequence (P02675 whole entry, looked up): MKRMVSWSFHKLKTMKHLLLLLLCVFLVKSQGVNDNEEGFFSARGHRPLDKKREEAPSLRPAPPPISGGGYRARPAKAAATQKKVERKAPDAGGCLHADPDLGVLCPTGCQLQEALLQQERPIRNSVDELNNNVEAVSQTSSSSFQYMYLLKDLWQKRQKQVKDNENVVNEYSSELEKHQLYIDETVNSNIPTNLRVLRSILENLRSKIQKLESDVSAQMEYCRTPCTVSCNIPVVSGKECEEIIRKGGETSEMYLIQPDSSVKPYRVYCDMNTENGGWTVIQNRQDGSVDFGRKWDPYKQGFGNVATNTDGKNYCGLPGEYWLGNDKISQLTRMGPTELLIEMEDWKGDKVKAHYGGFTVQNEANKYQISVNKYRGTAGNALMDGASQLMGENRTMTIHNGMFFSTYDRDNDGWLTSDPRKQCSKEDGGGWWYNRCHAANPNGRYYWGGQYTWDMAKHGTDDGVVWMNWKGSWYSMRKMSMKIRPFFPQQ
PLC-beta3 inh = human PLC-beta3 inhibitors, primary screen, biochemical, fluorescence. 1-phosphatidylinositol 4,5-bisphosphate phosphodiesterase beta-3 (Homo sapiens), Q01970. Purified PLC-beta3, fluorogenic substrate. inhibition, % at 12.2 µM. actives 0.18% (n = 370,000); in the data active = inhibition above about 11%;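 note: 0% = median of compound wells on plate and 100% = full blocker control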
PLCg1 inh = PLC-gamma1 enzyme inhibitors, primary screen, biochemical, fluorescence, purified enzyme; AID 720700, 2013; inhibition, % at 12.2 µM; 1-phosphatidylinositol 4,5-bisphosphate phosphodiesterase gamma-1 (Homo sapiens), P19174; fluorogenic substrate; actives 0.84% (n = 370,000); in the data active = inhibition above about 9.5%
HGIII-sPLA2 inh = human group III sPLA2 inhibitors, primary screen, biochemical, QFRET, BODIPY PC-A2 liposome substrate; AID 743126, 2013; QFRET BODIPY PC-A2 liposome hydrolysis, fluorescence; inhibition, % at 12.2 µM; actives 0.56% (n = 370,000);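 active = inhibition above mean plus 3 SD of compounds lying within the high and low control bounds, cut at about 19% in these data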;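 note: 0% = median of test compound wells and 100% = no enzyme DMSO wells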
Target sequence (Q9NZ20 whole entry, looked up): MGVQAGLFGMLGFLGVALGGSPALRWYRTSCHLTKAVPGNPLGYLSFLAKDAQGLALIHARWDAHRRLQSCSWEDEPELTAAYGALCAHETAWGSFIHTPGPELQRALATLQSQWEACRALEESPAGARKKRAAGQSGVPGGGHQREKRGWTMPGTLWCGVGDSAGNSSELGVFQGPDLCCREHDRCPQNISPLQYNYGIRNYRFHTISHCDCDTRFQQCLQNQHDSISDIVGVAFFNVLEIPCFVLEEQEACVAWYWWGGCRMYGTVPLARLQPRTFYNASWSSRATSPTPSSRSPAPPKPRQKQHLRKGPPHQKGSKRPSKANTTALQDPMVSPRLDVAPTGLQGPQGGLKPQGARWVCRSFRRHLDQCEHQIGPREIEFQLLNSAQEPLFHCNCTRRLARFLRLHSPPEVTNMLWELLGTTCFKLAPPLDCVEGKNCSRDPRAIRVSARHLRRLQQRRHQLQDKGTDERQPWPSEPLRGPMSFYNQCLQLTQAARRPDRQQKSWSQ
Tn7 DDE FP = inhibitors of Tn7 peptide binding to fibrin DD(E), primary screen, biochemical, fluorescence polarization, human fibrin, Tn7 probe; actives 0.13% (n = 370,000); Fibrinogen beta chain (Homo sapiens), P02675; FP displacement of FITC-Tn7 peptide from fibrin DD(E); 0% = median of compound wells per plate; inhibition, % at 8.3 µM;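 active = inhibition above the mean of compounds falling within the control limits plus 3 SD of them, cut at about 14% in these data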;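 note: 0% = plate median of compound wells and 100% = 10 µM Aha-Tn7 peptide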
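Assay system: human fibrin DD(E). Input: DD(E) 2 µM final. Medium: Tris buffer with calcium and detergent, pH 7.8. Compound dosing: single point at 8.3 µM. Timing: 10 min plus 3 h, room temperature. Technique: fluorescence polarization of the labelled Tn7 tracer. Read-out: percent inhibition. Replicates: singlicate testing.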
NR1D1 modulator = modulators of Rev-erb alpha DNA binding, primary screen, biochemical, FITC-DNA, fluorescence polarization, uHTS | Rev-erbα–FITC-DNA binding, 90 min | activity, % at 10 µM | actives 0.79% (n = 370,000) | AID 1259318, 2017;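 active = activity above about 14%, limit read from the data; passing the limit was not always enough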;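 note: 0% = DMSO wells with 35 nM protein and 100% = DMSO wells with 750 nM protein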
* hit, by the source's call.

`C[C@H](CO)N1C[C@H](C)[C@@H](CN(C)S(=O)(=O)c2ccc(F)cc2)Oc2ccc(NC(=O)NC3CCCCC3)cc2C1=O` gave ASAP1 GAP inh -2, KLK7 zymogen act 0.5, UHRF1 MBD2 ctr -1, ARFGAP1 inh 5, Tn6 DDE FP -4, PLC-beta3 inh 1, PLCg1 inh 5, HGIII-sPLA2 inh -21, Tn7 DDE FP 1 and NR1D1 modulator -1.
`Cc1nn(C2CC(O)C(O)C(CO)O2)c(=O)[nH]c1=O` (stereo not drawn) gave ASAP1 GAP inh -8, KLK7 zymogen act 0.3, UHRF1 MBD2 ctr 4, ARFGAP1 inh 0, Tn6 DDE FP -1, PLC-beta3 inh 3, PLCg1 inh 0, HGIII-sPLA2 inh 12, Tn7 DDE FP 11 and NR1D1 modulator 3.
Screening COC(=O)C1=C(C)N(Cc2ccc(C(F)(F)F)cc2)C(=NCC2CC2)NC1c1ccccc1 (stereo not drawn) returned ASAP1 GAP inh 7, KLK7 zymogen act 0.4, UHRF1 MBD2 ctr -1, ARFGAP1 inh 5, Tn6 DDE FP -4, PLC-beta3 inh 2, PLCg1 inh 3, HGIII-sPLA2 inh -9, Tn7 DDE FP 0 and NR1D1 modulator -3.
COc1cc(C=CC(=O)c2cc(OC)c(OC)c(OC)c2)cc(OC)c1OC was read as ASAP1 GAP inh -7, KLK7 zymogen act 2.1, UHRF1 MBD2 ctr -1, ARFGAP1 inh -3, Tn6 DDE FP 4, PLC-beta3 inh -14, PLCg1 inh -12, HGIII-sPLA2 inh -5, Tn7 DDE FP 4 and NR1D1 modulator 6.
For CCN(CC)C(=O)Cn1cc(C(=O)C(=O)NCCCN2CCOCC2)c2ccccc21 the results were ASAP1 GAP inh -4, KLK7 zymogen act 0.1, UHRF1 MBD2 ctr 3, ARFGAP1 inh -9, Tn6 DDE FP 3, PLC-beta3 inh -8, PLCg1 inh 0, HGIII-sPLA2 inh 4, Tn7 DDE FP 2 and NR1D1 modulator -2.
For COc1cccc(NC(=O)c2cncs2)c1 the results were ASAP1 GAP inh 0, KLK7 zymogen act -0.7, UHRF1 MBD2 ctr 0, ARFGAP1 inh 13, Tn6 DDE FP -4, PLC-beta3 inh -2, PLCg1 inh 0, HGIII-sPLA2 inh -1, Tn7 DDE FP -1 and NR1D1 modulator 2.
For Fc1ccccc1NC(=S)NCc1ccccc1 the results were ASAP1 GAP inh -7, KLK7 zymogen act -0.7, UHRF1 MBD2 ctr 0, ARFGAP1 inh 1, Tn6 DDE FP 5, PLC-beta3 inh -4, PLCg1 inh -1, HGIII-sPLA2 inh 12, Tn7 DDE FP 4 and NR1D1 modulator 1.
Screening CC(C)CC(=O)N1CCN(Cc2ccc(C(F)(F)F)cc2)CC1 returned ASAP1 GAP inh 10, KLK7 zymogen act 0.5, UHRF1 MBD2 ctr 0, ARFGAP1 inh -16, Tn6 DDE FP -3, PLC-beta3 inh -4, PLCg1 inh 3, HGIII-sPLA2 inh 0, Tn7 DDE FP 0 and NR1D1 modulator -2.
For CNCc1sccc1C the results were ASAP1 GAP inh 7, KLK7 zymogen act 0.4, UHRF1 MBD2 ctr 6, ARFGAP1 inh 3, Tn6 DDE FP -3, PLC-beta3 inh -1, PLCg1 inh 3, HGIII-sPLA2 inh 1, Tn7 DDE FP 0 and NR1D1 modulator 7.
Screening O=C(c1ccccc1)N1N=C(c2ccccc2)CC1c1ccccc1[N+](=O)[O-] (stereo not drawn) returned ASAP1 GAP inh -3, KLK7 zymogen act 0.0, UHRF1 MBD2 ctr 3, ARFGAP1 inh -2, Tn6 DDE FP 4, PLC-beta3 inh -1, PLCg1 inh 0, HGIII-sPLA2 inh -2, Tn7 DDE FP -3 and NR1D1 modulator 6.

Continued; the last two above are carried over.
For CNCc1sccc1C the results were ASAP1 GAP inh 7, KLK7 zymogen act 0.4, UHRF1 MBD2 ctr 6, ARFGAP1 inh 3, Tn6 DDE FP -3, PLC-beta3 inh -1, PLCg1 inh 3, HGIII-sPLA2 inh 1, Tn7 DDE FP 0 and NR1D1 modulator 7.
Screening O=C(c1ccccc1)N1N=C(c2ccccc2)CC1c1ccccc1[N+](=O)[O-] (stereo not drawn) returned ASAP1 GAP inh -3, KLK7 zymogen act 0.0, UHRF1 MBD2 ctr 3, ARFGAP1 inh -2, Tn6 DDE FP 4, PLC-beta3 inh -1, PLCg1 inh 0, HGIII-sPLA2 inh -2, Tn7 DDE FP -3 and NR1D1 modulator 6.
`COc1ccc(-c2c(C)nc3c(-c4ccc(F)cc4)cnn3c2N)cc1` gave ASAP1 GAP inh -4, KLK7 zymogen act -1.2, UHRF1 MBD2 ctr 4, ARFGAP1 inh 4, Tn6 DDE FP -9, PLC-beta3 inh -22, PLCg1 inh -5, HGIII-sPLA2 inh 19*, Tn7 DDE FP -2 and NR1D1 modulator 6.
`Cc1ccc(OCCCCNC2CCCC(C)C2C)c(C)c1` (stereo not drawn) gave ASAP1 GAP inh 4, KLK7 zymogen act -0.3, UHRF1 MBD2 ctr 5, ARFGAP1 inh -1, Tn6 DDE FP -13, PLC-beta3 inh 2, PLCg1 inh 6, HGIII-sPLA2 inh 6, Tn7 DDE FP 1 and NR1D1 modulator -4.
For O=C(COc1ccc([N+](=O)[O-])cc1)NNC(=O)Nc1cccc(F)c1 the results were ASAP1 GAP inh 9, KLK7 zymogen act -0.2, UHRF1 MBD2 ctr -1, ARFGAP1 inh -3, Tn6 DDE FP -9, PLC-beta3 inh -2, PLCg1 inh 1, HGIII-sPLA2 inh -11, Tn7 DDE FP 0 and NR1D1 modulator 6.
CC1CCC2(CC1)NC(=O)N(CC(=O)Nc1ccc3c(c1)CCC3)C2=O (stereo not drawn) was read as ASAP1 GAP inh -2, KLK7 zymogen act 0.1, UHRF1 MBD2 ctr 2, ARFGAP1 inh 3, Tn6 DDE FP 6, PLC-beta3 inh -7, PLCg1 inh 1, HGIII-sPLA2 inh 1, Tn7 DDE FP 7 and NR1D1 modulator -2.
For CCCSc1nc(NCc2ccco2)c2c3c(sc2n1)COC(C)(CC)C3 (stereo not drawn) the results were ASAP1 GAP inh 7, KLK7 zymogen act 0.5, UHRF1 MBD2 ctr 7, ARFGAP1 inh -3, Tn6 DDE FP 4, PLC-beta3 inh -17, PLCg1 inh -5, HGIII-sPLA2 inh -4, Tn7 DDE FP -9 and NR1D1 modulator -4.
For Cc1cccc(NC(=O)c2cc3c(s2)-c2c(C)cccc2OC3)n1 the results were ASAP1 GAP inh -3, KLK7 zymogen act -17, UHRF1 MBD2 ctr -1, ARFGAP1 inh -2, Tn6 DDE FP 1, PLC-beta3 inh -78, PLCg1 inh -48, HGIII-sPLA2 inh 2, Tn7 DDE FP 0 and NR1D1 modulator 4.
`O=C(c1ccco1)N1CCCC(N2CCN(c3cccc(C(F)(F)F)c3)CC2)C1` (stereo not drawn) gave ASAP1 GAP inh -8, KLK7 zymogen act 0.0, UHRF1 MBD2 ctr -2, ARFGAP1 inh -4, Tn6 DDE FP 8, PLC-beta3 inh -6, PLCg1 inh 0, HGIII-sPLA2 inh -4, Tn7 DDE FP -1 and NR1D1 modulator 2.
Screening COc1ccc(C2(c3ccc(OC)cc3)NC(=O)N(CC(=O)NC3CCS(=O)(=O)C3)C2=O)cc1 (stereo not drawn) returned ASAP1 GAP inh 3, KLK7 zymogen act 0.2, UHRF1 MBD2 ctr 3, ARFGAP1 inh 6, Tn6 DDE FP 7, PLC-beta3 inh -8, PLCg1 inh 0, HGIII-sPLA2 inh 4, Tn7 DDE FP 8 and NR1D1 modulator -3.
For COc1cccc(/C=C/c2nc(S(=O)(=O)c3ccccc3)c(N(C)C)o2)c1 the results were ASAP1 GAP inh 3, KLK7 zymogen act -5.6, UHRF1 MBD2 ctr -2, ARFGAP1 inh 13, Tn6 DDE FP -1, PLC-beta3 inh -75, PLCg1 inh -42, HGIII-sPLA2 inh 7, Tn7 DDE FP 9 and NR1D1 modulator 3.
For C#CCOCCOCCOCCNc1nc(N2CCN(C(=O)C([C@@H](C)O)n3cc([C@@H](N)CCCCN)nn3)CC2)nc(N2CCN(C(=O)[C@H](CC(N)=O)n3cc(C(N)[C@@H](C)CC)nn3)CC2)n1 (stereo partly drawn) the results were ASAP1 GAP inh 3, KLK7 zymogen act 0.3, UHRF1 MBD2 ctr -1, ARFGAP1 inh -10, Tn6 DDE FP 7, PLC-beta3 inh 3, PLCg1 inh -1, HGIII-sPLA2 inh 5, Tn7 DDE FP 9 and NR1D1 modulator 7.
`COC(=O)CN1C(=S)N(c2ccc(OC)cc2)C(=O)/C1=C/c1ccc(N2CCOCC2)cc1` gave ASAP1 GAP inh 10, KLK7 zymogen act -0.3, UHRF1 MBD2 ctr 0, ARFGAP1 inh 15, Tn6 DDE FP -11, PLC-beta3 inh -12, PLCg1 inh -12, HGIII-sPLA2 inh 8, Tn7 DDE FP -12 and NR1D1 modulator 8.
`C=CCN1C(=O)[C@@H](CC(=O)NCCCOCCCC)[C@]2(C(=O)OCC)CCCCC/C=C/12` gave KLK7 zymogen act 0.0, UHRF1 MBD2 ctr 0, Tn6 DDE FP 6, PLC-beta3 inh 0, PLCg1 inh -1, HGIII-sPLA2 inh -9, Tn7 DDE FP 6 and NR1D1 modulator 1.
For O=c1c2ccccc2[nH]c(=S)n1CCN1CCCC1 the results were ASAP1 GAP inh -4, KLK7 zymogen act -0.3, UHRF1 MBD2 ctr 6, ARFGAP1 inh 5, Tn6 DDE FP -4, PLC-beta3 inh 0, PLCg1 inh 0, HGIII-sPLA2 inh 5, Tn7 DDE FP -10 and NR1D1 modulator -7.
